PHOSPHO1 inh: PHOSPHO1 (human) inhibition. recombinant PHOSPHO1, absorbance phosphatase assay. inhibition, % at 13.3 µM. AID 1565. 290,000 compounds, 1.1% hits; in the data active = inhibition above about 60%
FID counter: displaces DNA intercalator in HCV helicase counter-screen | 290,000 compounds, 0.17% hits | DNA fluorescent intercalator displacement, fluorescence | AID 1845 | inhibition, % at 7.9 µM; in the data active = inhibition above about 37%;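 also: 0% = vehicle and 100% = reference compound; higher means more ethidium bromide displaced from hairpin DNA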
IDE cell activ: boosts human insulin-degrading enzyme activity in HEK cells | FAbeta-B cleavage, fluorescence polarization; 0% vehicle, 100% cell-free pure enzyme wells | activation, % at 5.96 µM | 340,000 compounds, 0.073% hits | AID 493087;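 active = activation above the mean of all tested compounds plus 3 SD, set per screening campaign, cut at about 17% in these data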
Target sequence (P14735 whole entry, looked up): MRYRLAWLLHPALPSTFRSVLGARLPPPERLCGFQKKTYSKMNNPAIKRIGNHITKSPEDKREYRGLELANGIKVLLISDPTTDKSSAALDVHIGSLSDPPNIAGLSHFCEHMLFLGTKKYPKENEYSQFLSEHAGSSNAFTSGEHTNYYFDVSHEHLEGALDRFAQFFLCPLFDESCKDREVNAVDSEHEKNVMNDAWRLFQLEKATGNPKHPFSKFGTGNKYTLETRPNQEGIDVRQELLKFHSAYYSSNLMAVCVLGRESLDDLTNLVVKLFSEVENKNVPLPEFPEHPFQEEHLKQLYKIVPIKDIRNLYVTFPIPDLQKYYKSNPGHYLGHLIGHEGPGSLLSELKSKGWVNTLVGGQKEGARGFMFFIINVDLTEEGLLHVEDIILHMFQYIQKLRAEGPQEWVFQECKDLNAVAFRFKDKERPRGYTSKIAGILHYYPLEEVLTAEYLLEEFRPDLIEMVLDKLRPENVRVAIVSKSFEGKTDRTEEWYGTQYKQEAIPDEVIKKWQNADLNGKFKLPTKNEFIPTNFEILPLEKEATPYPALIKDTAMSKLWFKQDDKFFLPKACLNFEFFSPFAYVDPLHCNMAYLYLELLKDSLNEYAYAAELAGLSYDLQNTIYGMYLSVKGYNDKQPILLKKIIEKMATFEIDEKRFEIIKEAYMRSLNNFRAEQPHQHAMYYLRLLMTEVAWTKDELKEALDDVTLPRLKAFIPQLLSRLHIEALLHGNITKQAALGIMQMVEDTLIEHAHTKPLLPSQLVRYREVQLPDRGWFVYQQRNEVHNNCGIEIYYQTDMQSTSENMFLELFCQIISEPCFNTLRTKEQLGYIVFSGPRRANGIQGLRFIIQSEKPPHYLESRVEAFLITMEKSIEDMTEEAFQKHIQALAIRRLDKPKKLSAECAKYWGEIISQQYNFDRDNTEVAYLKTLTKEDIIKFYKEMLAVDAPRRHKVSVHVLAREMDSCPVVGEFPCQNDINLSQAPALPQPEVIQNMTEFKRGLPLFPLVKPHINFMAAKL
VIM-2 inhibitor: inhibitors of Pseudomonas aeruginosa VIM-2 metallo-beta-lactamase; purified VIM-2, nitrocefin hydrolysis, epi-absorbance fluorescence; inhibition, % at 5.6 µM; 290,000 compounds, 0.89% hits; AID 1527;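 active = inhibition above the mean of all tested compounds plus 3 SD, cutoff set per screening run, cut at about 7.5% in these data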;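 also: red hydrolysis product quenches plate fluorescence so inhibitors raise well fluorescence; 0% = enzyme with DMSO and 100% = DMSO without enzyme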
NS3 helicase inh: HCV NS3 helicase inhibition | inhibition, % at 10.9 µM | 290,000 compounds, 0.56% hits | NS3 helicase DNA unwinding, Cy5 molecular beacon fluorescence;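 active = inhibition above the mean of all tested compounds plus 3 SD, set per campaign, cut at about 35% in these data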;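 also: 0% = DMSO wells and 100% = thioflavine S control wells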
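Material: hepatitis C virus NS3 helicase domain fragment enzyme; measured by: Cy5 fluorescence, 0 and 60 min reads; control set: DMSO and thioflavine S; incubation: 60 min unwinding reaction at 25 °C after ATP addition; read-out basis: % inhibition from 60/0 min fluorescence ratio, DMSO 0%, thioflavine S 100%; repeats: singlicate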
IMP-1 inh: inhibitors of Pseudomonas aeruginosa IMP-1 metallo-beta-lactamase; purified IMP-1, nitrocefin hydrolysis, epi-absorbance fluorescence; inhibition, % at 5.6 µM; 290,000 compounds, 0.45% hits; AID 1556;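 active = inhibition above the mean plus 3 SD of all compounds in the same screening run, cut at about 4.5% in these data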;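 also: 0% = IMP-1 with DMSO and 100% = DMSO wells lacking enzyme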
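Material – recombinant IMP-1 enzyme, purified · Amount – IMP-1 0.2 nM before substrate addition · Medium – HEPES buffer pH 7.1 with ZnSO4 and Brij 35 · Timing – 25 °C, 15 min preincubation, 25 min reaction · Measured by – plate fluorescence quenching by hydrolysis product, ex 480/em 530 nm · Read-out – percent enzyme inhibition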
MEKK3 PB1 HTS: raises or lowers MEK5 binding to the human MEKK3 PB1 domain; Q99759; binding response (% of control), % at 10 µM; bead-based flow cytometry, Alexa488-MEK5 binding to MEKK3; actives lie on both sides; 0 = blocked by unlabeled MEK5, 100 = vehicle; AID 1529; 290,000 compounds, 1.4% hits;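 active = binding response more than 3 SD above or below the average of its plate-row segment, actives on both sides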;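 also: Alexa488 bead fluorescence after subtracting the streptavidin-only scavenger bead signal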
pCIP destab: p/CIP protein destabilization. decrease of EGFP signal, % at 10 µM. F442A p/CIP-EGFP cells, EGFP fluorescence, 16 h. 290,000 compounds, 0.01% hits. Q05BA5;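 active = EGFP signal decrease of at least 30% at 10 µM or well 3 SD below plate mean, unless failing retest; inactive = the rest, including hits failing retest or dose response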; also: some compounds called inactive have numbers as strong as hits; many of its hits are not listed in these tables
UBC9 SUMO inh: SUMOylation inhibition; HTRF SUMOylation assay, SAE1/SAE2 + UBC9, in vitro; inhibition, % at 35 µM; AID 2006; P63279; 290,000 compounds, 0.36% hits; in the data active = inhibition above about 50%, passing the limit was not always enough; also: strong numbers were not always called active
Active calls of the source: *; . = not tested or not shown.

SMILES	PHOSPHO1 inh	FID counter	IDE cell activ	VIM-2 inhibitor	NS3 helicase inh	IMP-1 inh	MEKK3 PB1 HTS	pCIP destab	UBC9 SUMO inh
COC(=O)c1sccc1NC(=O)CSc1ccccc1NS(=O)(=O)c1ccc(F)cc1	10	-11	-2	-0.1	-6	-3.6	105	-8	-7
CSc1nnc(C)c(=O)n1COC(=O)/C=C/c1ccc2c(c1)OCO2	4	-14	5	-1.9	0	-2.4	103	11	19
COc1ccc(C(=O)N2CCCC(c3ccccc3)C2)cc1 (stereo not given)	0	-26	2	0.6	-8	-2.6	102	-13	12
CSc1ccc(CNc2ccccn2)cc1	76*	-1	2	1.1	-6	-1.1	105	-1	-34
Cc1cccc(Nc2ncnc3ccc(Br)cc23)c1	8	-19	7	-1.8	0	-3.9	99	23	12
O=C(CSCc1ccc(Cl)cc1Cl)Nc1ccc(O)cc1C(=O)O	44	-24	-3	0.6	9	-1.8	100	-2	9
Cc1cccc(CN(CC(=O)N/N=C/c2ccco2)S(=O)(=O)c2ccc(Cl)cc2)c1	26	-29	-3	-4.0	1	-6.3	105	6	-20
CC1(C)CC(=O)N(c2ccc(C#N)cc2)C(=O)C1	-6	-1	-3	-1.4	2	-1.1	100	6	-7
COc1ccc2cc(CN(CC3CCCO3)C(=O)Nc3ccccc3)c(=O)[nH]c2c1 (stereo not given)	36	-16	0	-2.0	-6	-0.2	99	3	11
COCC(=O)Nc1ccc2c(c1)OCC(=O)N2Cc1ccccc1F	-36	-14	0	1.4	-6	-1.7	101	-14	9
CC1(C)C=C(c2ccc(C(=O)O)s2)CC(C)(C)N1	-1	4	-3	-2.9	-19	-3.2	103	-12	-6
C=CCn1c(SCC(=O)N2CC(=O)Nc3ccccc32)nc2scc(-c3cccs3)c2c1=O	1	-17	1	-2.0	-15	-5.1	97	-11	-12
O=C(O)CN1C(=O)C(=O)N(Cc2ccc(Cl)c(Cl)c2)C1=O	2	-2	0	-2.1	6	-1.9	105	4	18
CCOC(=O)C1=C(C)Nc2ncnn2C1c1cccnc1 (stereo not given)	30	3	4	-2.1	4	-2.8	101	-1	-8
COc1ccc(CCNC(=O)c2sc3cc(C)ccc3c2Cl)cc1	-22	-8	-1	1.1	-2	0.1	98	-10	10
Cc1cc(-c2nc3c4c5c(sc4[nH]c(=O)n3n2)CCC5)c(C)o1	80*	-21	-1	0.9	41*	3.6	105	4	36
C/C(=N\NC(N)=O)c1cccc(Cl)c1	-1	-2	-1	1.0	-17	0.0	102	-6	-18
Cc1ccc([N+](=O)[O-])cc1NC(=S)NC(=O)CC(C)(C)C	28	0	2	2.9	-14	-0.2	100	1	-1
O=S(=O)(c1cc(Cl)ccc1Cl)N1CCN2CCCC2C1 (stereo not given)	.	-3	-1	-3.9	-5	-3.9	102	-53	13
O=c1[nH]c2ccccc2nc1NCCN1CCOCC1	4	5	6	-2.5	-2	-3.6	100	1	20
Cc1cccc(Nc2nc(N)nc(CCl)n2)c1C	4	-3	.	-1.0	-12	-1.1	95	7	-31
O=C(CN1CCN(Cc2ccc3c(c2)OCO3)CC1)Nc1cc(S(=O)(=O)N2CCCC2)ccc1Cl	32	2	0	0.1	-2	-1.8	110	-5	-2
O=C1/C(=C/c2cccs2)SC(=S)N1CC(=O)N1CCCCC1CCO (stereo not given)	30	-15	7	0.9	-4	-0.7	105	-8	.
CSc1sc(-c2ccnc(=S)[nH]2)c(-c2ccccc2)c1C#N	20	0	.	-2.3	-15	-1.0	86	1	35

An excerpt of these results, in CSV form:
Molecule,PHOSPHO1 inh,FID counter,IDE cell activ,VIM-2 inhibitor,NS3 helicase inh,IMP-1 inh,MEKK3 PB1 HTS,pCIP destab,UBC9 SUMO inh
Cc1cccc(Nc2nc(N)nc(CCl)n2)c1C,4,-3,.,-1.0,-12,-1.1,95,7,-31
Cc1cc(-c2nc3c4c5c(sc4[nH]c(=O)n3n2)CCC5)c(C)o1,80*,-21,-1,0.9,41*,3.6,105,4,36
COc1ccc(CCNC(=O)c2sc3cc(C)ccc3c2Cl)cc1,-22,-8,-1,1.1,-2,0.1,98,-10,10
C/C(=N\NC(N)=O)c1cccc(Cl)c1,-1,-2,-1,1.0,-17,0.0,102,-6,-18

(list continues)
SMILES	PHOSPHO1 inh	FID counter	IDE cell activ	VIM-2 inhibitor	NS3 helicase inh	IMP-1 inh	MEKK3 PB1 HTS	pCIP destab	UBC9 SUMO inh
COCCN1C(=O)c2cc(C(=O)Nc3cccc(F)c3)ccc2C1Nc1cccc(F)c1 (stereo not given)	-9	-3	-5	0.5	-2	-1.1	111	-6	5
O=C(Cn1cc([N+](=O)[O-])cn1)N1CCc2ccccc2C1	61*	1	2	-0.9	-6	-1.6	79	-2	12
Cc1cnc(NC(=O)Cc2ccccc2Cl)s1	32	-1	-2	-5.0	4	-1.1	100	6	14
COc1ccc([C@@H]2[C@@H]3C(=O)N(C(C)(C)C)C(=O)[C@@H]3[C@]3(CC(C)C)C(=O)N(c4ccccc4)C(=O)N23)cc1	15	-39	4	-2.4	-7	-2.9	102	8	-13
O=C(Nc1ccc(C2CCCCC2)cc1)C1CCN(c2ncccn2)CC1	-8	.	7	.	.	.	105	-10	11
CCN(CC)CCn1c(=N)n(CC(=O)c2ccc(Br)s2)c2ccccc21	12	18	.	-0.6	-49	-1.2	96	-4	18
CN(C)C(=O)Cn1cnc2c(cnn2-c2ccc(F)cc2)c1=O	40	-2	-3	-2.2	1	-1.5	101	3	11
O=C(O)CSc1ncnc2sc3c(c12)CCC3	45	-3	2	-2.9	11	-2.5	.	-15	26
O=Cc1c(-c2ccc(F)cc2)nc2ccccn12	57	2	-4	-3.0	13	-2.5	126	9	-8
CCCCNCCCOc1cc(Cl)ccc1Cl	14	22	1	1.4	-1	-0.2	.	-12	7
CCCCn1nc(NC(=O)CC)c2cc3cc(OC)ccc3nc21	-4	-25	-1	0.2	-8	-2.8	107	-17	13
Cc1c(C(=O)NNS(=O)(=O)c2ccccc2)sc(=S)n1C	4	2	-1	0.0	7	-2.9	139*	-5	2
COc1ccc(C(=O)O)cc1S(=O)(=O)Nc1ccc(C)cc1	-15	1	-5	-1.2	-1	-2.2	109	1	0
COc1ccccc1-n1nnnc1SCC(=O)N1CCCC1=O	-16	-7	4	3.5	0	-1.4	99	-8	3
O=C(CN1C(=O)COc2ccc(Cl)cc21)NC1CC1	12	-2	5	-2.3	9	-3.0	103	-22	17
COc1ccc(N2CC(C(=O)Nc3nc4ccc(S(C)(=O)=O)cc4s3)CC2=O)cc1 (stereo not given)	-4	-21	1	-3.4	30	-2.9	99	-8	-1
OCCN1CCN(CC(O)COc2ccc(-c3ccccc3)cc2)CC1 (stereo not given)	-6	16	1	-1.8	-14	0.2	100	2	8
CC1(C)CC(=O)C(C=Nc2ccc(O)c(N=CC3=C(O)CC(C)(C)CC3=O)c2)=C(O)C1	-29	-15	-6	-3.8	9	-2.3	101	-11	-11
O=C(COC(=O)c1ccc2c(c1)C(=O)N(Cc1ccncc1)C2=O)Nc1cccc2ccccc12	35	-5	6	-3.5	10	-2.9	106	0	35
CC(NC(=O)c1cccnc1)C(c1cccs1)N1CCN(c2ccccc2F)CC1 (stereo not given)	43	-28	5	-2.5	1	-3.8	101	10	-24
c1ccc(CCNc2ccnc3cc4ccccc4cc23)cc1	-8	20	1	2.5	-68	-1.2	104	-1	13
COc1ccccc1/C=C(/C(=O)OCC(=O)NCc1ccccc1)c1ccccc1	-16	-30	-5	0.4	-10	-2.2	106	-17	-11
CC(C)N=c1c([N+](=O)[O-])nn(C)n1O	42	2	4	0.0	-9	-2.3	85	11	10
CC(C)N(C(=O)COC(=O)c1ccc([N+](=O)[O-])cc1)c1ccccc1	-21	1	0	0.6	-7	-1.6	102	-3	3
CC1CCCC(NC(=O)CCCn2c(=S)[nH]c3ccccc3c2=O)C1C (stereo not given)	-3	-12	4	-3.1	-1	-1.0	98	-4	7
CCOC(=O)N1CCC(NS(=O)(=O)c2ccc(C)c(Cl)c2)CC1	25	-33	.	-0.7	1	-0.9	100	-6	8
CCOc1ccccc1NC(=O)CSc1ccc(-c2sc(C)nc2C)nn1	8	-34	0	-1.8	2	-3.6	100	-11	-4
O=S(=O)(c1ccc(C2CCCCC2)cc1)N1CCN(c2ncccn2)CC1	-4	-2	2	-3.7	-12	-2.9	111	-4	-4
Cc1cc([N+](=O)[O-])nn1Cc1ccc(C(=O)N/N=C/c2ccc(F)cc2)cc1	2	-10	-1	-1.7	-16	-3.0	111	0	22
COc1ccc(NC(=O)COc2cccc3c2CCN(Cc2cccnc2)C3=O)c(OC)c1	-5	-29	1	14*	-11	0.2	106	-13	1
Cc1cccc(-c2nc(C#N)c(NC3CCCCC3)o2)c1	-12	-11	2	-2.8	0	-4.8	104	-14	31
O=S(=O)(c1ccccc1)N1CCN(CC(O)COc2ccc3c(c2)CCC3)CC1 (stereo not given)	-9	-21	1	-0.4	-3	-3.5	104	-4	-3
O=C(C1CC1)N1CCc2cc(Br)cc(S(=O)(=O)NCc3ccccn3)c21	24	-5	4	-0.3	1	-0.8	102	-3	10
O=C(CS(=O)(=O)c1c[nH]c2ccccc12)N1CCCc2ccccc21	34	-9	4	-4.1	-6	-3.4	101	-17	3
CCOc1ccc(NS(=O)(=O)c2cc(NC(=O)CCS(=O)(=O)c3ccc(C)cc3)ccc2OC)cc1	14	-31	2	-3.8	-4	-4.7	104	-18	6
Cc1cc(C=O)c(C)n1-c1ccc(N2CCCCC2)c([N+](=O)[O-])c1	-26	-16	2	-2.0	-6	-2.4	99	4	-12
Cc1cc(C(=S)N2CCOCC2)c(C)n1-c1ccc(F)cc1	54	0	3	-0.7	0	-2.9	93	-6	8
CN(Cc1cnn(C)c1)C(=O)c1sc2cccc(Cl)c2c1Cl	17	-16	-2	3.4	-2	1.6	103	2	-6
COc1ccc(C)cc1-n1nnnc1SCc1csc(C)n1	-12	-11	2	-1.5	5	-3.3	103	-4	15
CCOc1ccc2ccc(OCC)c(/C=N/n3cnnc3)c2c1	19	-16	5	-1.8	-3	-2.1	108	-13	12
Cc1nnc(NC(=O)CC23CC4CC(CC(C4)C2)C3)s1	2	-30	-2	-4.6	-4	-4.5	102	3	-1
CN1CCN(CC(O)COC(c2ccccc2)c2ccccc2)CC1 (stereo not given)	-4	5	.	-6.0	3	-4.5	83	3	-8
Cc1ccc(C)c(OCCCCn2ccnc2)c1	2	-1	1	-4.8	-3	-2.6	103	0	3
C=CCn1c(SC(C)CC)nc(O)cc1=O (stereo not given)	17	-20	-1	-2.3	14	-4.8	103	-18	-12
COC(=O)CNc1cc(S(=O)(=O)N2CCCCC2)ccc1Oc1ccc(C(=O)OC)cc1	40	-35	-1	1.4	-5	-0.5	103	-13	-24
Cc1ccc(-c2csc(NC(=O)CN3C(=O)CCC3=O)n2)cc1	16	-6	4	-2.2	-3	-2.2	106	4	-8

From PubChem

A portion of the library; rates above refer to the full screens.
